KAT2A inh – qHTS Assay for Inhibitors of GCN5L2 | Histone acetyltransferase KAT2A (Homo sapiens), Q92830 | GCN5L2 HAT assay, ThioGlo1 CoA-SH fluorescence | Potency, µM (top dose mostly 58.9 µM), inactives show at the highest dose activity change, negative = inhibition, hits mostly inhibitors | 0.21% of 390,000 active
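ThioGlo1-coupled HAT assay: 20nM GCN5L2, 70uM acetyl-CoA, 75uM H3(1-25) peptide, pH 7.5. Fluorescence read at 340/540nm at start and after 20 min at room temperature.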
FEN1 inh – qHTS Assay for the Inhibitors of Human Flap endonuclease 1 (FEN1) | Potency, µM (series often up to 114 µM), for the others: at the top dose activity change, negative = inhibition, hits mostly inhibitors | Recombinant FEN1 flap cleavage, fluorescence, 15 min | AID 588795, 2011 | 0.35% of 390,000 active; also: nearly all actives have a fitted effect of over 65% in size
Target sequence (P39748 whole entry, looked up): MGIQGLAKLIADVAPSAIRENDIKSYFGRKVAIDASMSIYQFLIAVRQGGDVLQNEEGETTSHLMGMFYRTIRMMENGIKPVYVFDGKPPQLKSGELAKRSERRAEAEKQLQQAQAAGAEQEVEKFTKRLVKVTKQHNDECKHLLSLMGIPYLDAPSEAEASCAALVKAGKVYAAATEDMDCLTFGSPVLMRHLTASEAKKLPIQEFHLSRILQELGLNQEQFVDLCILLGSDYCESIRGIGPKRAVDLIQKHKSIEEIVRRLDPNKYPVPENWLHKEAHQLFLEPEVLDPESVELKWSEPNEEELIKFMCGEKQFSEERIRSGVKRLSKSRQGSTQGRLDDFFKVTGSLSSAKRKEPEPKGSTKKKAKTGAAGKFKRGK
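In this screen, 50 nM flap DNA substrate was added to 10 nM FEN1 pretreated with compound for 15 min at room temperature; cleavage was followed with reads at 0 and 15 min, and Hill fitting gave concentration–response parameters.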
N370S GC – qHTS Assay for Inhibitors and Activators of N370S glucocerebrosidase as a Potential Chaperone Treatment of Gaucher Disease; Lysosomal acid glucosylceramidase (Homo sapiens), P04062; AID 2101, 2009; N370S GC spleen homogenate, 4MU-glucoside fluorescence; 0.092% of 330,000 active; Potency, µM (series often up to 59.4 µM), for inactives: at the highest dose activity change, negative = inhibition, hits mostly inhibitors;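 also: 0% = full enzyme activity and -100% = no enzyme basal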
Numbers without * were called inactive; ? = inconclusive; · = not tested or not shown; [ ] = another dose, or the depositor's remark. Calls follow the shape of the dose curve; as a rule, active = well fitted curve in the direction sought with a large enough effect; inconclusive = small, poorly fitted or top-dose-only effect, or another doubt; inactive = no such curve, though single readings can be large; an effect the other way counts as inactive or inconclusive. Unless noted, % is scaled to controls: 0 for no effect and ±100 for the full control effect; potency is read from the fitted curve at half-maximal effect.

| mol | KAT2A inh | FEN1 inh | N370S GC |
| --- | --- | --- | --- |
| CCC(=O)N1CCc2cc(Br)cc(S(=O)(=O)N3CCCC(C(=O)NCc4ccc(C)cc4)C3)c21 (stereo not drawn) | -5.3% | -4.4% | · |
| CCC(CC)c1nnc(NC(=O)c2nc3nc(C)cc(C)n3n2)s1 | -3.4% | 5.4% | -2.5% |
| Cc1ccc(SCC(=O)Nc2cccc(C)c2)cc1 | -10.9% | 1.5% | 9.8% |
| O=C(CCn1c(=O)oc2ccccc21)Nc1ccccc1 | 2.9% | -0.9% | 0.9% |
| CCOC(=O)c1sc(NC(=O)c2cc3ccccc3o2)nc1C | -2.7% | 3.8% | -21.1% |
| Cc1nnc(SCC(=O)O)s1 | -7.9% | 5.0% | 3.5% |
| CCOC(=O)N1CCC(NC(=O)CCc2c(C)nc3c(c(C)nn3C(C)(C)C)c2C)CC1 | 0.8% | -2.0% | 24.3% |
| COc1ccc(-n2cc(-c3ccccc3)c3c(NC4CCCC4)ncnc32)cc1 | -4.9% | 2.4% | · |
| COc1ccc(/C=C(/NC(=O)c2ccccc2)C(=O)N/N=C/c2cccs2)cc1OC | -10.3% | -6.9% | -2.6% |
| CCOc1ccc(NC(=O)CC2Nc3ccccc3NC2=O)cc1 (stereo not drawn) | -8.1% | -8.5% | 27.6% |
| O=C(CC(Sc1n[nH]c(-c2ccccc2)n1)c1ccccc1)NCc1ccccc1 (stereo not drawn) | 25.2% | -3.3% | 2.6% |
| CCOc1ccc2c(c1)n(CO)c(=S)n2CO | -11.9% | 11.6% | 3.2% |
| COC(=O)C(O)(CC(=O)Nc1ccc(Cl)cc1F)C(F)(F)F (stereo not drawn) | 7.7% | 2.6% | -3.9% |
| C=CCNC(=O)C1CCN(S(=O)(=O)c2ccccc2)CC1 | -0.6% | 4.6% | 3.8% |
| N#Cc1ccc(N/N=C/c2cn(-c3ccccc3)nc2-c2ccccc2)c([N+](=O)[O-])c1 | 0.4% | 4.1% | -0.4% |
| Cn1c(=O)n(Cc2ccccc2Cl)c(=O)c2c1[nH]c(=S)n2C | -29.5% | -4.5% | -2.1% |
| O=C(COC(=O)CC1SC(N2CCCC2)=NC1=O)Nc1c(F)c(F)c(F)c(F)c1F (stereo not drawn) | -6.0% | 19.4% | · |
| O=C(N/N=C/c1ccc([N+](=O)[O-])cc1)c1cccnc1 | -9.0% | 9.7% | 1.9% |
| COc1cc(NC(=O)CSc2nnc3n2C(C)(C)Cc2ccccc2-3)cc(OC)c1 | -1.1% | -3.9% | -7.6% |
| COc1ccc(S(=O)(=O)c2c(O)c(C)cc(NC(=O)c3ccccc3)c2C(C)C)cc1 | -6.7% | -3.9% | · |
| CC(C)OCCCn1c(-c2ccco2)nc2nc3ccccc3nc21 | -14.6% | -2.4% | ? |
| COC(=O)Cc1ccc(NC(=S)NCCSc2ccc(Cl)cc2)cc1 | -7.3% | -16.2% | 4.4% |
| CC(C)NC(=O)c1onc(CSc2ccccc2F)c1C(=O)O | -9.2% | -2.3% | -17.4% |
| COc1ccc(Cl)cc1NC(=O)c1cc2c(=O)n3ccccc3nc2s1 | 35.5µM* | ? | · |
| CCCc1nc(SCC(=O)NCC2CCCO2)c2c(=O)n(C)c(=O)n(C)c2n1 (stereo not drawn) | 1.2% | 16.8% | -2.7% |
| CC(=O)Nc1cc2c3c(c1)CCN3C(=O)CC2 | -3.7% | 11.5% | -3.7% |
| CC1(C)OC(C(O)(c2ccccc2)c2ccccc2)[C@@H](C(O)(c2ccccc2)c2ccccc2)O1 (stereo partly drawn) | -2.1% | 0.5% | -9.6% |
| COc1ccc(-c2oc3ccccc3c2C(=O)OCc2ccc([N+](=O)[O-])cc2)cc1 | -8.6% | -1.5% | 0.6% |
| Cc1ccc(S(=O)(=O)Nc2cccc(C(=O)NCc3cccnc3)c2)cc1F | 0.8% | -0.9% | -3.1% |
| Nc1nc2nc(-c3ccccc3)cc(C(F)(F)F)c2s1 | -4.3% | 11.5% | 1.7% |
| COc1ccc(CNC(=O)COC(=O)c2ccc(C(=O)c3ccccc3)cc2)cc1 | -1.6% | 1.1% | · |
| CC1CCCCN1C(=O)C12CCC(C)(C(=O)C1)C2(C)C (stereo not drawn) | 19.1% | -10.1% | 7.1% |
| CCC1(c2ccccc2)NC(=O)N(CC(=O)Nc2ccc(S(=O)(=O)N3CC(C)CC(C)C3)cc2)C1=O (stereo not drawn) | -11.7% | 3.3% | -7.7% |
| Cc1ccccc1OC(=O)c1nc(SCc2ccccc2F)ncc1Cl | -13.9% | -3.7% | · |
| CCCCOc1cccc(-c2nnc(N)s2)c1 | -6.4% | -7.0% | -3.9% |
| CCOc1ccccc1NC(=O)C(Sc1nnc2ccccn12)c1ccccc1 (stereo not drawn) | -3.0% | -11.4% | 23.0% |
| C=CCNc1oc(C2CCCC2)nc1C#N | 0.3% | -5.3% | · |
| COc1ccc(N2Nc3n[nH]c(N)c3N2)cc1 | -1.4% | -9.5% | -23.6% |
| O=C(NCC1CCCO1)c1onc(CSc2cccc3ccccc23)c1C(=O)O (stereo not drawn) | -25.6% | -0.5% | · |
| Cc1c(C(=O)N2CCOCC2)sc(NC(=O)Cc2ccccc2)c1C#N | 0.4% | 1.5% | 3.5% |
| CCOC(=O)c1cnc(-n2nc(C)cc2C)nc1N(CC)CC | 1.3% | 4.8% | 11.1% |
| COc1cc(/C=N/NC(=O)CCC(=O)Nc2ccc(C)cc2)ccc1O | -7.2% | 5.1% | -6.0% |
| CC(C)NC(=O)NC(=O)COC(=O)c1c2c(nc3ccccc13)CCC2 | -4.8% | -0.9% | -1.2% |
| O=C(NCCS(=O)(=O)N1CCN(c2ccccc2F)CC1)c1ccc(Br)cc1 | 7.1% | -3.6% | -12.9% |
| COc1cc(C(C2C(=O)CC(C)(C)CC2=O)C2C(=O)CC(C)(C)CC2=O)cc(OC)c1OC | -1.8% | 4.8% | -2.3% |
| CC(C)N(C1=N/C(=C\c2ccco2)C(=O)N1c1ccccc1)C(C)C | -0.3% | -0.7% | ? |
| COc1c(N2CCN(C(=S)Nc3ccccc3F)C(C)C2)c(F)cc2c(=O)c(C(=O)O)cn(C3CC3)c12 (stereo not drawn) | -2.9% | -14.6% | -3.5% |
| CCOC(=O)C1(Cc2cccc(OC)c2)CCN(Cc2cccc(OC)c2OC)CC1 | -14.8% | -8.5% | 6.1% |
| CC(C)(C)c1ccc(-c2n[nH]c(=S)n2/N=C/c2ccncc2)cc1 | -3.3% | 2.4% | 4.2% |
| Cn1c(SCC(=O)C(C)(C)C)nnc1-c1ccc(F)cc1 | -3.0% | -1.0% | -8.0% |
| NS(=O)(=O)c1ccc(CCNS(=O)(=O)c2cccs2)cc1 | -6.3% | 4.6% | -1.4% |
| CCc1nc(SCC(=O)N2CC(=O)Nc3ccccc32)c2c(C)c(C)sc2n1 | -15.7% | -12.1% | 14.3% |
| O=C(CN1C(=O)c2ccc([N+](=O)[O-])cc2C1=O)NCc1ccco1 | -3.0% | -9.5% | 2.2% |
| Cc1cc(C(=O)N/N=C/c2c(C)nn(-c3ccccc3)c2Cl)n[nH]1 | -2.1% | 1.7% | 5.6% |
| CCC(C)C1/C=C\CCCC(=O)N1Cc1ccc(C)cc1 (stereo not drawn) | 8.8%[88.6 µM] | · | -1.2%[89.1 µM] |
| CCOC(=O)Nc1ccc(NS(=O)(=O)c2ccc(C)cc2)cc1 | 2.0% | -14.5% | -28.2% |
| COc1cccc(NC(=O)CC2Nc3cc(C)c(C)cc3NC2=O)c1 (stereo not drawn) | -2.3% | -7.6% | · |
| O=C(NCC1CCCO1)c1ccc(Br)o1 (stereo not drawn) | -2.0% | -3.9% | 2.0% |
| CC1CCN(C(=O)CN(Cc2ccc(Cl)cc2)S(C)(=O)=O)CC1 | -9.1% | 14.8% | 1.0% |
| COc1cc(/C=C2/C(=O)NN(c3ccc(Cl)cc3)C2=O)ccc1OC(=O)c1ccco1 | ? | -10.4% | -2.5% |

KAT2A inh: what is marked active above
| mol | KAT2A inh | FEN1 inh | N370S GC |
| --- | --- | --- | --- |
| COc1ccc(Cl)cc1NC(=O)c1cc2c(=O)n3ccccc3nc2s1 | 35.5µM* | ? | · |

More entries.
compound,KAT2A inh,FEN1 inh,N370S GC
O=C(Nc1ccccn1)c1ccc(S(=O)(=O)N2CCCCC2)cc1,3.1%,9.6%,-4.5%
CC1CCN(C(=O)CN2C(=O)c3ccccc3S2(=O)=O)CC1,-4.9%,-7.3%,7.5%
COc1cc(C2C(C(=O)c3ccco3)=C(O)C(=O)N2Cc2ccccc2)ccc1O (stereo not drawn),-7.5%,-13.6%,-20.0%
CS(=O)(=O)N1CCN(CC(=O)NC2CCCC2)CC1,0.6%,-19.4%,0.6%
O=C(Nc1nnc(SCc2c(Cl)cccc2Cl)s1)c1cccc([N+](=O)[O-])c1,4.0%,-1.0%,19.5%
Cc1ccc(C)c(OCCCC(=O)NC2CCCCC2)c1,-3.7%,7.5%,-12.6%
Cc1cccc(OC(=O)c2nc(SCc3ccccc3F)ncc2Cl)c1,-7.6%,7.8%,·
CCCc1cc(=O)[nH]c(SCC(=O)Nc2sc3c(c2C(N)=O)CCCC3)n1,-8.4%,-5.9%,·
Cc1onc(-c2ccccc2)c1C(=O)N1CCOCC1,-26.2%,5.9%,2.1%
O=C(CSc1nnc(CNC(=O)c2c(F)cccc2F)o1)NCc1ccco1,-7.4%,0.4%,-1.8%
Cc1ccc(NC(=O)CN2C(=O)C3C4C=CC(C4)C3C2=O)cc1 (stereo not drawn),-0.1%,6.0%,-1.0%
CCN1CCN(CCNC(=O)CS(=O)(=O)Cc2nc(-c3ccc(C)cc3)oc2C)CC1,-4.9%,17.8%,-2.3%
O=C(NC1CCCC1)c1ccc(Cl)c(S(=O)(=O)N2CCCCC2)c1,-0.7%,0.3%,-7.5%
O=C(NC(=S)NC1CCSC1=O)c1ccccc1 (stereo not drawn),0.0%,-5.1%,4.5%
Cc1ccc(-c2cc(C(=O)Oc3ccccc3)c3cccc(C)c3n2)cc1,-6.8%,0.2%,·

6 entries from above, ordered by molecular weight, rising:
compound,KAT2A inh,FEN1 inh,N370S GC
O=C(NC(=S)NC1CCSC1=O)c1ccccc1 (stereo not drawn),0.0%,-5.1%,4.5%
Cc1ccc(C)c(OCCCC(=O)NC2CCCCC2)c1,-3.7%,7.5%,-12.6%
CC1CCN(C(=O)CN2C(=O)c3ccccc3S2(=O)=O)CC1,-4.9%,-7.3%,7.5%
O=C(NC1CCCC1)c1ccc(Cl)c(S(=O)(=O)N2CCCCC2)c1,-0.7%,0.3%,-7.5%
COc1cc(C2C(C(=O)c3ccco3)=C(O)C(=O)N2Cc2ccccc2)ccc1O (stereo not drawn),-7.5%,-13.6%,-20.0%
CCCc1cc(=O)[nH]c(SCC(=O)Nc2sc3c(c2C(N)=O)CCCC3)n1,-8.4%,-5.9%,·

Other results
compound,KAT2A inh,FEN1 inh,N370S GC
COc1cc(/C=N/n2nnnc2N)cc(OC)c1OC,-7.6%,-0.9%,7.4%
CCOCCCNC(=O)C(c1ccc(C)cc1)N1CCOCC1 (stereo not drawn),-5.3%,-1.2%,-13.8%
CC(=O)Nc1ccc(S(=O)(=O)N2CCN(c3ccc([N+](=O)[O-])cc3)CC2)cc1,-17.8%,-10.3%,-14.8%
N#C/C(=C(/O)COC(=O)c1ccccc1O)c1nc2ccccc2s1,1.4%,2.0%,0.5%
COc1ccccc1OCC(=O)NCCC1=CCCCC1,-1.4%,3.3%,17.9%
COc1ccc(C(=O)CC(=O)O)c2c1C=CC(C)(C)O2,-6.1%,-6.0%,-2.8%[2.35 µM]
CSc1ccc(CN2CCN(Cc3ccc([N+](=O)[O-])cc3)CC2)cc1,-8.3%,-9.3%,-8.6%
COc1ccc(/C(N)=N/OC(=O)Oc2ccccc2)cc1,-4.3%,-12.2%,-2.2%[12.8 µM]
Cc1ccc(NC(=O)C2CC(=O)N(c3ccc4c(c3)OCCO4)C2)nc1 (stereo not drawn),-10.9%,-7.2%,-10.4%
CC1CCN(c2ccc([N+](=O)[O-])cc2C(=O)NCC2CCCO2)CC1 (stereo not drawn),-1.6%,-3.9%,0.2%
CC(NS(=O)(=O)c1ccc(Br)cc1)C(=O)NCCc1ccccc1 (stereo not drawn),2.9%,-3.1%,5.6%
CCOC(=O)N1CCN(CCCc2ccccc2)CC1,0.3%,5.0%,-5.7%
CCN(CC)S(=O)(=O)c1ccc(C)c(NC(=O)Cn2c(=O)cnc3ccccc32)c1,-6.0%,2.0%,11.8%
